All columns: NCI-60 one-dose screen, growth in % after 48 h at 10 µM unless noted; 100 = growth as untreated, 0 = no growth, -100 = all killed.
A549/ATCC = A549/ATCC NSCLC | 81,000 compounds, 3.7% hits
RPMI-8226 = RPMI-8226 leukemia cells; AID 1794781; 77,000 compounds, 7.5% hits
MOLT-4 = MOLT-4 leukemia cells; 80,000 compounds, 6.9% hits
HOP-62 = HOP-62 NSCLC | 80,000 compounds, 3.9% hits | AID 1794735
SR = SR leukemia cells. 73,000 compounds, 8.7% hits
CCRF-CEM = CCRF-CEM leukemia | AID 1794778 | 77,000 compounds, 7% hits
HOP-92 = HOP-92 NSCLC cells. 71,000 compounds, 6.3% hits. AID 1794738
EKVX = EKVX NSCLC; AID 1794765; 71,000 compounds, 3% hits
An asterisk follows results filed as active; nt = no result given; & = joins results of further samples; ! = a repeat was not active; [ ] = remark or other dose. Rule for the calls: active = growth percent below 10; inactive = the rest. The list is partial. The share of hits here may be higher or lower than overall.

Fields – RPMI-8226, HOP-62, SR, HOP-92, EKVX, A549/ATCC, MOLT-4, CCRF-CEM
COc1ccccc1N1CCN(C(C)(C)C)CC1
  107, 89, 93, 95, 98, 99, 108, 110
CCCCOP(=O)(CC(C)C#N)OCCCC (stereo not drawn)
  nt, 92, 90, 90, nt, 103, 91, 99
CC(C)C1NCCc2cc(O)c(O)cc21 (stereo not drawn)
  99, 95, 108, 98, 99, 78, 75, 83
C[C@]12CC[C@H]3[C@@H](CCC4=CC(=O)CC[C@@H]43)[C@@H]1CC[C@@H]2OC(=O)c1ccccc1
  53, 73, 50, 64, 62, 64, 59, 70
CC(C)CC1N=C(NN=C2CCCCC2)SP1(=O)NNc1ncccn1 (stereo not drawn)
  99, 92, 90, 96, 97, 86, 99, 96
N#C[C@@H](O[C@@H]1O[C@H](CO)[C@@H](O)[C@H](O)[C@H]1O)c1ccccc1
  111, 85, 103, 108, 106, 100, 103, 113
CC(=O)O[C@H](C[C@H](C(C)C)N(C)C(=O)[C@@H](NC(=O)[C@H]1CCCCN1C)C(C)C)c1nc(C(=O)N[C@@H](Cc2ccccc2)C[C@H](C)C(=O)O)c(CCOCc2ccccc2)s1
  -3.4*, 30, 9.8*, 5.5*, 49, 13, 11, 9.4*
COC(=O)[C@@H](C)C[C@H](Cc1ccccc1)NC(=O)c1csc([C@@H](C[C@H](C(C)C)N(C)C(=O)[C@@H](NC(=O)[C@H]2CCCCN2C)c2ccc(F)cc2)OC(C)=O)n1
  18, 3.9*, 6.3*, 4.8*, 30, 14, 8.2*, 8.8*
N/C(=N\N=C\c1ccc(-c2ccccc2)cc1)N[N+](=O)[O-]
  20, 38, 5.8*, 52, nt, 38, 5.5*, 12
O=C1OC(Cl)c2ccccc21 (stereo not drawn)
  106, 106, 97, 73, 102, 106, 103, 105
CN1CC(=O)[C@H]2C[C@]23c2cccc4[nH]cc(c24)C[C@@H]13
  95, 101, 95, 89, 101, 104, 86, 106
C=CCOC(=O)N1CC1
  114, 113, 103, 100, 104, 98, 96, 113
CC1(C)N=C(N)N=C(N)N1c1ccc(OCCCCNC(=O)c2ccc(S(=O)(=O)F)cc2)c(Cl)c1
  90, 102, 35, nt, nt, 51, 58, 31
COc1cc2nc(Sc3sc(N)nc3C)n(-c3ccccc3)c(=O)c2cc1OC
  96, 102, 85, 113, nt, 112, 97, 112
Oc1ccc(C(Cc2ccccc2)N2CCCCC2)cc1 (stereo not drawn)
  100, 98, 110, 112, 97, 99, 76, 88
COc1ccccc1N1COOC2(OOC1)C1CC3CC(C1)CC2C3
  104, 97, 102, 110, 99, 108, 93, 98
CN[C@]1(c2ccccc2Cl)CCCC[C@@H]1NCCCN1CCN(C)CC1
  94, 93, 92, 69, 90, 100, 99, 98
CC[C@H](C)[C@H](NC(=O)CN(C)C)C(=O)N(C)[C@H](C(=O)NC12C3C4C1C1C2C3C41C(=O)N[C@@H](Cc1ccccc1)C[C@H](C)C(=O)OC)C(C)C (stereo partly drawn)
  100, 100, 61, 87, 103, 95, 89, 98
CC(C)c1cc(Cl)cc(C(C)C)c1OCCN(C)C
  103, 90, 78, 82, 94, 94, 93, 102
C#Cc1cccc(NC(=O)C2CCN(S(=O)(=O)F)CC2)c1
  95[8.25 µM], 108[8.25 µM], 91[8.25 µM], 107[8.25 µM], 101[8.25 µM], 96[8.25 µM], 95[8.25 µM], 97[8.25 µM]
C[C@H]1[C@H]2CO[C@@H](O)C3C4Cc5c([nH]c6ccccc56)[C@H](C[C@H]32)N41
  101, 96, 95, 66, 84, 97, 106, 109
O=C(O)Cc1ccc2c(c1)OCO2
  108, 104, 112, nt, 89, 93, 124, 113
CCOC(=O)C1C(C=C(C)C)C1(C)C (stereo not drawn)
  97, 99, 100, 85, 110, 99, 85, 83
CCC[C@H]1CCCCN1
  98, 100, 95, 101, 98, 97, 100, 98
C1CNC2CCCC2C1 (stereo not drawn)
  101, 102, nt, nt, nt, 110, 116, 106
CC1(C)S[C@H]2CC[C@H]3OC(=O)[C@@H]1N23
  80, 104, 93, 78, 88, 97, 75, 83
CC(C)(C)N(Cc1ccccc1)N=O
  99, 99, nt, nt, nt, 94, 104, 98
O=C1c2ccccc2-n2c(n[nH]c2=O)[C@@H]2CCCN12
  102, 77, 92, 91, 95, 91, 99, 102
O=C1C(NC(=O)C2CCCCC2)=C(N2CC2)C(=O)C(NC(=O)C2CCCCC2)=C1N1CC1
  91, 83, 83, 97, 112, 90, 99, 95
CC(C)(N)Cc1ccc(N)cc1
  100, 101, nt, 84, 94, 98, 108, 97

An excerpt of these results, comma-delimited:
smiles,RPMI-8226,HOP-62,SR,HOP-92,EKVX,A549/ATCC,MOLT-4,CCRF-CEM
COc1ccccc1N1CCN(C(C)(C)C)CC1,107,89,93,95,98,99,108,110
CCCCOP(=O)(CC(C)C#N)OCCCC (stereo not drawn),nt,92,90,90,nt,103,91,99
CC(C)C1NCCc2cc(O)c(O)cc21 (stereo not drawn),99,95,108,98,99,78,75,83

Record cards, as listed above. Order of screens: RPMI-8226	HOP-62	SR	HOP-92	EKVX	A549/ATCC	MOLT-4	CCRF-CEM
CC1(C)S[C@H]2CC[C@H]3OC(=O)[C@@H]1N23 reads 80	104	93	78	88	97	75	83
CN1CC(=O)[C@H]2C[C@]23c2cccc4[nH]cc(c24)C[C@@H]13 reads 95	101	95	89	101	104	86	106

Going on with the list.
Fields – RPMI-8226, HOP-62, SR, HOP-92, EKVX, A549/ATCC, MOLT-4, CCRF-CEM
Cc1cccc(N(C)c2cccc3c2C(=O)[Se]C3)c1C
  82, 19, 4.8*, 81, 20, 16, 68, 56
CCOP(=O)(CC=O)OCC
  103[100 µM], 92[100 µM], 117[100 µM], 105[100 µM], 101[100 µM], 95[100 µM], 113[100 µM], 105[100 µM]
COc1cc([C@@H]2c3cc(O)c(OC)cc3C[C@H]3C(=O)OC[C@@H]23)ccc1O
  104, 95, 84, 98, 107, 112, 89, nt
Cc1ccc(C(OC2CC3CCC(C2)N3C)c2ccccc2)cc1 (stereo not drawn)
  69, 104, 64, 62, 104, 77, 66, 89
C/C(=C\c1ccc(Cl)c(Cl)c1)[N+](=O)[O-]
  -11*!, 87, 89&12, -30*!, 95, 77&74, 4.3*!, 8.6*!
O=C(CN1CCCCC1)c1ccc(Cl)c(Cl)c1
  119, 91, 96, nt, 106, 97, 102, 116
O=C(O)C(Cl)(Cl)C(F)(F)F
  108, 111, 122, 95, 105, 106, 112, 100
COC(=O)CC[C@H](Cc1ccccc1)NC(=O)c1csc([C@@H](C[C@H](C(C)C)N(C)C(=O)[C@@H](NC(=O)[C@H]2CCCCN2C)C(C)C)OC(C)=O)n1
  37, 53, 14, -1.5*, 44, 40, 9.5*, 20
CC(C)=CC1C(C(=O)OCc2ccc(C)cc2C)C1(C)C (stereo not drawn)
  94, 91, 103, 91, 98, 95, 110, 96
CCNC(Cc1ccccc1)c1ccccc1 (stereo not drawn)
  101, 90, 100, 105, 96, 105, 97, 97
COCCOCn1c(NN(C)C)c(C(N)=O)c2c(N)ncnc21
  88, 93, 88, 74, 104, 106, 95, 99
Cc1cc(C)c(C[N+](C)(C)C)c(C)c1C
  -18*, 5.5*, 7.4*, nt, nt, 5.5*, 3.9*, -2.2*
CC(Cl)CNCc1ccccc1 (stereo not drawn)
  97, 69, 89, 90, 99, 93, 74, 90
CN(C)CCc1ccc(OC(=O)c2ccc([N+](=O)[O-])cc2)cc1
  97, 111, 81, nt, 102, 110, 91, nt
ClC1=C(Cl)[C@@]2(Cl)[C@H]3[C@H]4C[C@H]([C@@H]5O[C@H]45)[C@H]3[C@@]1(Cl)C2(Cl)Cl
  89, 108, 72, 65, 73, 66, 82, 92
C/C=C1/CN2CCC1CC2C(O)c1ccnc2ccc(OCCO)cc12 (stereo not drawn)
  108, 116, 103, 82, 97, 115, 112, 107
CC[C@H](C)[C@H](NC(=O)Nc1ccccc1)C(=O)N(C)[C@H](C[C@@H](OC(C)=O)c1nc(C(=O)N[C@@H](Cc2ccccc2)C[C@H](C)C(=O)OC)cs1)C(C)C
  8.4*, 20, 11, nt, 33, 23, 16, 9.5*
O=C1CCN(C(=O)c2ccccc2)CC1
  101, 105, 90, nt, nt, 103, 92, 95
CCOP(=O)(NCc1ccco1)OCC
  91, 103, 107, 96, 98, 109, 99, 93
ClC1=C(Cl)C2(Cl)C3C(Cl)C=CC3C1(Cl)C2(Cl)Cl (stereo not drawn)
  97, 110, 86, 73, 100, 86, 87, 91
CC[C@H](/C=C/[C@@H](C)[C@H]1CC[C@@H]2[C@]1(C)CC[C@H]1[C@]23C=C[C@]2(C[C@@H](O)CC[C@]12C)OO3)C(C)C
  96, 106, 81, 112, 97, 88, 76, 71
CC(=O)Oc1ccc(Cl)cc1
  nt, 88, nt, 91, 101, 98, 90, 104
CCCCCCCCCCOc1ccc(C(=O)Oc2ccc(CSP3(=O)OCC4OC(n5cnc6c(N)ncnc65)C(F)C4OP(=O)(SCc4ccc(OC(=O)c5ccc(OCCCCCCCCCC)cc5)cc4)OCC4OC(n5ccc(=O)[nH]c5=O)C(F)C4O3)cc2)cc1 (stereo not drawn)
  97, 100, 82, 78, 109, 82, 96, 94
CC(Nc1ccccc1)C(=O)N1CC1 (stereo not drawn)
  98, 105, 99, 95, 105, 101, 104, 102

By substructure, those above containing a cyano group (2)
Fields – RPMI-8226, HOP-62, SR, HOP-92, EKVX, A549/ATCC, MOLT-4, CCRF-CEM
CCCCOP(=O)(CC(C)C#N)OCCCC (stereo not drawn)
  nt, 92, 90, 90, nt, 103, 91, 99
N#C[C@@H](O[C@@H]1O[C@H](CO)[C@@H](O)[C@H](O)[C@H]1O)c1ccccc1
  111, 85, 103, 108, 106, 100, 103, 113

Screening data (PubChem)
